Screens (PubChem)
PLAP act – human PLAP activation | 96,000 compounds, 1.2% hits | activation fold at 20 µM | purified PLAP enzyme, luminescent substrate read-out; stronger effect = higher value | AID 696; in the data active = activation fold above about 2
Target sequence (P05187 whole entry, looked up): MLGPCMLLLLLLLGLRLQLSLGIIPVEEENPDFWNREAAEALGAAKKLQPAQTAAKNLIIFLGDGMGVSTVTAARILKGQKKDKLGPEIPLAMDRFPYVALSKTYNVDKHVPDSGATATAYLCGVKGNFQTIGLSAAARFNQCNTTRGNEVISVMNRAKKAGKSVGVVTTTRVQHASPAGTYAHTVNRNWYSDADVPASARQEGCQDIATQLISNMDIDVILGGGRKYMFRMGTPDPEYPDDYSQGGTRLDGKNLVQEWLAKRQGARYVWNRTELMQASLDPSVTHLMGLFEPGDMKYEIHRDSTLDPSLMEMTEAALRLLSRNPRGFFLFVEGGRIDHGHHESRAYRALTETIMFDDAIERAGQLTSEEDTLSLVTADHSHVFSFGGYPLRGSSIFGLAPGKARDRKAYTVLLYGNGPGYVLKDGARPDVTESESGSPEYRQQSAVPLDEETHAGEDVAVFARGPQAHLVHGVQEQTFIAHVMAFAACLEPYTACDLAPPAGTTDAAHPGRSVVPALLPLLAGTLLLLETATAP
CYP2C19 activ – cytochrome P450 2C19 (human) activation. recombinant CYP2C19, luciferin-H EGE luminescence; stronger effect = higher value; 0 = fully inhibited enzyme, 1 = untreated enzyme. activation factor at 5 µM. 96,000 tested, under 10 active;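 active = activation factor of at least 2 at 5 µM in the primary screen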;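 note: 0 = wells with 2.5 mM tranylcypromine and 1 = vehicle-only wells; values of inactives mirror those of a sister screen read the other way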
CYP2C19 inh – blocks human cytochrome P450 2C19 | P33261 | CYP2C19 Supersomes, luciferin-H EGE luminescence, 30 min | inhibition, % at 5 µM | 96,000 compounds, 21% hits | AID 778;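 active = CYP2C19 inhibition above a set limit at 5 µM in the primary screen, cut at about 50% in these data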;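 note: plate controls were negative control wells for no effect and 2.5 mM tranylcypromine positive control for full effect; values of inactives mirror those of a sister screen read the other way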
EphB4 ephrin blk – antagonists of human EphB4-ephrin-B2 interaction. inhibition, % at 7 µM. EphB4 LBD / TNYL-RAW-Alexa532 peptide, fluorescence polarization. 97,000 compounds, 0.15% hits. P54760;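 active = inhibition above the screen-wide mean inhibition plus 3 SD, cut at about 15% in these data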;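 note: 0% = DMSO wells and 100% = excess unlabeled TNYL-RAW peptide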
PLK1 kinase inh – PLK1 (human) kinase inhibition | inhibition, % at 10 µM | P53350 | 97,000 compounds, 0.53% hits | recombinant PLK1 kinase, TR-FRET peptide phosphorylation;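 active = inhibition of 50% or more in the single-concentration screen; inactive = inhibition below 50%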;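 note: 0% = DMSO max control and 100% = H-89 dihydrochloride min control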
CYP2C9 activ – activators of human CYP2C9 | P11712 | recombinant CYP2C9, luciferin-H conversion, luminescence; stronger effect = higher value; factor 1 = untreated enzyme, 0 = blocked | activation factor at 5 µM | 96,000 compounds, 1.4% hits | AID 1024;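 active = activation factor of 2 or more for CYP2C9 at a 5 µM dose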;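 note: 0 = sulfaphenazole-blocked wells and 1 = vehicle-only wells; values of inactives mirror those of a sister screen read the other way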
Rev-RRE block – disrupts HIV-1 Rev binding to RRE RNA; P05866; Rev peptide-RRE RNA binding, FRET; inhibition, % at 8 µM; 97,000 compounds, 0.79% hits; AID 704;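 active = inhibition above the screen-wide mean plus 3 SD, cut at about 35% in these data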;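 note: 0% = median DMSO wells and 100% = median Neomycin B control wells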
Target sequence (P05866 whole entry, looked up): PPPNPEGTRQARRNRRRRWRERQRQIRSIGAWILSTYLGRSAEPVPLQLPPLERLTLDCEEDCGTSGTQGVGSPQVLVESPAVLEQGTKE
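Assay system: Labelled RRE RNA duplex and labelled Rev peptide | Times: 5 min preincubation and 15 min binding, 25 °C | Detection: FRET, ex 480 nm, em 540 and 671 nm | Evaluation: % inhibition of FRET ratio versus controls | Benchmarks: DMSO wells as 0% and neomycin B wells as 100% inhibition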
CYP2C9 inhib – inhibitors of human CYP2C9 | CYP2C9 Supersomes, luciferin-H conversion, luminescence | AID 777 | inhibition, % at 5 µM | 96,000 compounds, 20% hits;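 active = blocking of liver enzyme CYP2C9 beyond about 50% at 5 µM, limit read from the data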; note: values of inactives mirror those of a sister screen read the other way
Plk1 PBD FP – Plk1 (human) PBD binding inhibition | P53350 | Plk1 PBD phosphopeptide binding, fluorescence polarization | 97,000 compounds, 0.13% hits | inhibition, %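 (tested at about 20 µM)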; in the data active = inhibition above about 34%, passing the limit was not always enough
Active calls of the source: *; / = no result given. Compounds as they come (roughly 29% active in at least one column).

SMILES	PLAP act	CYP2C19 activ	CYP2C19 inh	EphB4 ephrin blk	PLK1 kinase inh	CYP2C9 activ	Rev-RRE block	CYP2C9 inhib	Plk1 PBD FP
CCCCCOC(=O)CC(C(=O)OCCCCC)N1CCCCC1 (stereo unspecified)	/	/	/	-2	-8	/	5	/	-6
COc1ccc(-c2nnc(CSc3nc4ccccc4c(=O)n3C)o2)cc1OC	1.4	0.2	80*	-1	-14	0.1	2	86*	-34
O=C(c1ccccc1)N1CCN(c2ncnc3c2cnn3-c2ccccc2)CC1	0.9	0.6	43	-10	-8	0.7	-5	26	-29
CCOc1ccc(CNC(=O)C2CC(=O)N(C3CCCC3)C2)cc1OC (stereo unspecified)	1.2	1.1	-8	-13	-9	0.9	-1	7	-6
O=C1CC(c2ccccc2)CC(O)=C1C=NCc1ccc(Cl)c(Cl)c1 (stereo unspecified)	1	1.1	-14	2	-6	1.2	6	-19	5
N#CC(C(=O)NCCc1ccccc1)c1nc2ccccc2nc1N1CCOCC1 (stereo unspecified)	1.3	1.1	-11	-5	-12	1.2	-1	-17	-15
CC(=O)Nc1ccc(S(=O)(=O)NC2(C(F)(F)F)NC(=O)N(c3ccc(Cl)cc3)C2=O)cc1 (stereo unspecified)	1	1	1	-3	-7	0.8	5	22	4
O=S(=O)(c1cccs1)N1CCN(C/C=C/c2ccccc2)CC1	0.9	0.1	86*	-4	-8	0.3	9	74*	8
O=C(Nn1cnnc1)c1csc2ccccc12	1.5	0.8	18	5	-11	0.9	6	6	3
CCn1nc(C)c(NC(=O)/C=C/c2ccc(OC)c(COc3ccc(Cl)cc3Br)c2)c1C	/	/	/	-3	-8	/	0	/	-14
COc1ccc(-n2c(SCC(=O)Nc3nccs3)nc3c(c2=O)SCC3)cc1	1	1	4	-1	-11	1	7	1	43
CCOc1ccc(CCNC(=O)CCn2cccc2)cc1OCC	1.2	0.5	45	3	2	0.6	-7	43	19
COC(=O)c1ccc(NC(=O)c2ccccc2NS(=O)(=O)c2ccccc2)cc1	1	0.6	42	10	-7	0	1	96*	17
CCC(=O)c1ccc(OCC(=O)N2CCc3cc(OC)c(OC)cc3C2)cc1	0.9	0.6	41	-4	0	0.6	5	38	11
N#CC(C#N)=Cc1cn(-c2ncc(C(F)(F)F)cc2Cl)c2ccccc12	1	0.9	10	-4	-4	1	1	5	-11
CN(C)CCNc1nc(-c2ccco2)c2c(c1C#N)CC(C)(C)OC2	1.4	1.1	-9	2	-12	1	0	4	16
CC(C)CCNC(=O)c1cc(-c2ccco2)nc2ccccc12	0.8	0.8	24	-1	-2	0.8	5	17	-35
CCOc1ccc(OCC)c(S(=O)(=O)N2CCCCC2C)c1 (stereo unspecified)	1.4	0.1	89*	1	-4	0.5	0	53*	-10
CCC(C)c1ccc(NC(=S)Nc2ccc(OC)c(OC)c2)cc1 (stereo unspecified)	/	/	/	-1	-12	/	-4	/	-8
COc1ccc(Br)cc1S(=O)(=O)N1CCOCC1	1.1	0.6	44	5	-9	1.3	0	-34	16
Cc1cccc(N(CC(=O)NC2CCCC2)C(=O)CCCC(=O)Nc2ccccn2)c1	2*	0.2	78*	4	-11	0.4	6	62*	-3
O=C(Nc1ccc(N2CCN(Cc3ccccc3Cl)CC2)cc1)c1cccnc1	1	1	4	-2	-10	0.8	2	21	6
O=C(CSc1nnc(Cc2ccc3c(c2)OCO3)n1C1CCCCC1)NC1CCCC1	/	/	/	2	-11	/	6	/	-18
CCc1ccccc1NC(=O)c1cnc2scc(C)n2c1=O	/	/	/	5	-13	/	-1	/	2
O=C(c1cccc(Cl)c1)N1CCN(C(=O)c2ccccc2F)CC1	1.2	0.3	66*	-2	-7	0.5	2	54*	-28
CC1CCN(CCCNC(=O)C2CCN(S(=O)(=O)N3CCCCC3)CC2)CC1	1.4	1	5	5	-11	1	3	2	-27
COc1cc(C(C(=O)NC(C)(C)C)N(C(=O)CNC(=O)c2cccs2)c2ccc(C(C)C)cc2)cc(OC)c1OC (stereo unspecified)	1.4	0.7	33	-7	-13	0.8	-1	20	-1
CCc1c(O)nc(SCC(=O)N2CCCCC2)n(-c2ccccc2C)c1=O	1	1	1	3	-8	1	5	5	5
C=CCNC(=O)CN(c1ccc(F)cc1)S(=O)(=O)c1ccc(OC)cc1	1.1	0.1	92*	4	-8	0.4	4	64*	21
c1cc(CSc2nnc(-c3ccc4c(c3)OCO4)o2)ccn1	0.9	0.1	94*	1	3	0.1	1	87*	20

Part of the list above in another layout:
mol,PLAP act,CYP2C19 activ,CYP2C19 inh,EphB4 ephrin blk,PLK1 kinase inh,CYP2C9 activ,Rev-RRE block,CYP2C9 inhib,Plk1 PBD FP
COc1ccc(Br)cc1S(=O)(=O)N1CCOCC1,1.1,0.6,44,5,-9,1.3,0,-34,16
O=S(=O)(c1cccs1)N1CCN(C/C=C/c2ccccc2)CC1,0.9,0.1,86*,-4,-8,0.3,9,74*,8
O=C(Nc1ccc(N2CCN(Cc3ccccc3Cl)CC2)cc1)c1cccnc1,1,1,4,-2,-10,0.8,2,21,6
CCOc1ccc(CNC(=O)C2CC(=O)N(C3CCCC3)C2)cc1OC (stereo unspecified),1.2,1.1,-8,-13,-9,0.9,-1,7,-6
COc1ccc(-n2c(SCC(=O)Nc3nccs3)nc3c(c2=O)SCC3)cc1,1,1,4,-1,-11,1,7,1,43
CC1CCN(CCCNC(=O)C2CCN(S(=O)(=O)N3CCCCC3)CC2)CC1,1.4,1,5,5,-11,1,3,2,-27
CCn1nc(C)c(NC(=O)/C=C/c2ccc(OC)c(COc3ccc(Cl)cc3Br)c2)c1C,/,/,/,-3,-8,/,0,/,-14

Further compounds:
SMILES	PLAP act	CYP2C19 activ	CYP2C19 inh	EphB4 ephrin blk	PLK1 kinase inh	CYP2C9 activ	Rev-RRE block	CYP2C9 inhib	Plk1 PBD FP
CC1(C)Cc2c(cnn2-c2ccccc2)C(=O)/C1=N\NC(=O)c1ccccc1	0.9	0.8	17	-5	1	0.8	3	17	16
CC(C)(C)N(Cc1ccccc1)C(=O)c1ccc2c(c1)OCCO2	1	0.9	11	-11	2	0.8	3	22	-19
COc1ccc(/C=C2\SC(=S)N(NC(=O)c3csc4c3CCCC4)C2=O)cc1	1.1	0.9	12	-2	-8	1	5	-3	5
COc1cccc(C(=O)OCn2nnc3ccccc3c2=O)c1	0.9	0.2	81*	0	-13	0.9	9	12	2
C/C(=N\NC(=S)Nc1ccc(F)cc1)C1CC1	1.1	0.3	69*	-4	-4	0.4	-2	57*	-2
CCOC(=O)c1c(NC(=O)c2cc(CC(C)C)on2)sc(C(C)=O)c1C	1	1	2	1	-30	1	2	1	-8
Fc1ccccc1-n1[nH]nnc1=S	1.1	1.2	-17	-2	-6	1.1	6	-13	-9
COc1cc(-c2nc3oc4ccccc4c(=O)c3c(=O)n2Cc2ccco2)cc(OC)c1OC	1.3	0.8	22	1	-2	0.8	8	18	-6
CCOC(=O)Cn1nnnc1C(CC)N(Cc1cccs1)Cc1cc2ccc(OC)cc2[nH]c1=O (stereo unspecified)	1.3	0	96*	7	1	0.1	2	91*	-14
COC(=O)[C@@H]1C2CCC(C(=O)Nc3ccccc3)(CC2)[C@@H]1C(=O)OC	0.9	0.8	20	3	-5	0.8	3	16	-9
O=C(NC1=NCCS1)C1CC(=O)N(c2ccccc2)C1 (stereo unspecified)	1.3	0.8	22	-5	-4	1	6	0	8
COc1ccc(C2N=C(Nc3ccc(C)cc3)Nc3nc(C)cc(=O)n32)cc1 (stereo unspecified)	1.3	0.9	6	-7	-18	0.9	1	10	-21
Cc1cccc(NC(=O)CC2Nc3cccc4cccc(c34)NC2=O)c1 (stereo unspecified)	1	0.6	41	3	2	0.7	-3	26	15
Cc1ccccc1-n1nc(C)c2cc(C(=O)N3CCN(S(=O)(=O)c4ccc(Cl)cc4)CC3)sc21	1.2	0.5	47	2	-1	0.3	0	66*	-8
CC(Nc1cc(=O)n(C)c(=O)[nH]1)c1ccccc1 (stereo unspecified)	0.9	0.9	6	-2	-8	0.6	2	41	1
O=c1n(-c2ccccc2)c(=O)n(Cc2ccccn2)n1Cc1ccccn1	0.8	1	-5	-3	-14	1.2	10	-15	-14
CCOC(=O)CSc1nc(N)cc(=O)[nH]1	1.1	1	1	2	-9	1	10	1	20
CC(C)(C)C1CCc2nc(NC(=O)Cc3cn4ccsc4n3)sc2C1 (stereo unspecified)	1.5	0.8	20	/	/	0.7	/	34	/
CC(=O)c1cccc(NC(=O)Nc2cccs2)c1	1	0.8	15	/	/	0.9	/	6	/
CCOC(=O)CNC(=O)c1ccc(C)cc1	1.2	0.9	15	3	-4	0.9	4	9	-16
c1cncc(-c2nnc(SCc3nc4ccccc4[nH]3)o2)c1	1.8	0.3	70*	4	-12	0.6	5	39	-26
CCOC(=O)C1=C(C)NC(=O)NC1c1c(O)ccc2ccccc12 (stereo unspecified)	1.2	0.1	86*	2	-5	1	6	-5	-39
CCC(=O)Nc1ccc(S(=O)(=O)c2ccc(NC(=O)CC)cc2)cc1	1.1	0.7	28	2	-9	0.3	1	70*	-12
Cc1ccc(N(CCC#N)C(=O)CSc2ccc3c(c2)OCCO3)cc1	1.2	0.7	34	-1	-2	0.8	4	22	-20
N#CC1=C(N)Oc2n[nH]c(-c3ccc(F)cc3)c2C1c1cccc(OC(=O)N2CCOCC2)c1 (stereo unspecified)	1.6	0.8	22	-2	-5	0.6	5	45	-9
CCN(CC)C(=O)C(C)N(C#N)c1nc(SC)nc(N(C)C)n1 (stereo unspecified)	1	0.6	36	4	0	1.1	-2	-10	-13
CCC(=O)N(Cc1cc2cc(OC)ccc2[nH]c1=O)c1ccc(C)cc1C	1.3	0.7	33	0	-1	0.5	13	55*	-18
COc1ccccc1NC(=O)N1CCc2[nH]c3ccc(Cl)cc3c2C1	1	0.7	30	3	-5	1.6	6	-60	-31
CN1/C(=C\C(=O)c2ccco2)c2ccccc2CC1(C)C	1	0.9	6	3	9	0.8	-4	17	14
Oc1ccc(CN2CCCCC2)c2cccnc12	/	/	/	-4	12	/	1	/	6
Cc1ccc2occ(/C=N/O)c(=O)c2c1	0.7	1	-1	4	1	1	10	3	5
Cc1ccc(C2=Nc3ccccc3NC(C)(c3ccc(C)o3)C2)o1 (stereo unspecified)	1.3	0.1	95*	0	-15	0.3	11	69*	-13
O=c1[nH][nH]cc1C=Nc1ccccc1O	1.2	1	5	5	-11	0.9	0	10	-14
COc1ccc(S(=O)(=O)NCC(c2cccnc2)N2CCN(c3ccc(F)cc3)CC2)cc1C (stereo unspecified)	/	/	/	-5	-9	/	4	/	-18
Cc1ccc(S(=O)(=O)N(Cc2nccn2C)C(C)C)cc1	1	0.8	19	2	-5	0.9	2	7	1
COCCn1cnnc1SCC(=O)c1ccc(S(=O)(=O)N2CCCC2)cc1	1.5	0.4	57*	/	/	0.5	/	49	/
CCc1nnc(NC(=O)c2ccc(S(=O)(=O)N3CCN(Cc4ccccc4)CC3)cc2)s1	1.3	0.8	17	/	/	0.8	/	24	/
COC(=O)c1cccc(NC(=O)c2cccs2)c1C	1.2	0.5	52*	-2	-7	0.9	9	8	-18
Cn1nc(-c2ccc(Cl)cc2)c2cc(C(=O)N3CCCC3)sc21	1.3	0.5	48	3	0	0.6	-4	37	18
CCOC(=O)c1cnn(-c2nc(CC)nc3sc4c(c23)CCC4)c1N	1.1	1	1	8	0	1	12	-3	-6
Cc1c(C(=O)N2CC(C)OC(C)C2)sc2nc(-c3ccccc3)cn12 (stereo unspecified)	1	1	4	5	0	1	3	1	-25
